Screens (PubChem BioAssay)
GAA glycogen: GAA glycogen-cleavage inhibition or activation; P10253; recombinant GAA, glycogen substrate, Amplex Red glucose oxidase fluorescence; Potency, µM (titrated, usually from 76.4 µM), for the others: top-dose activity change, negative = inhibition, hits mostly inhibitors; hit rate 0.38% among 300,000; active means well fitted inhibition curve with a large enough effect; inconclusive means small, poorly fitted or top-dose-only effect, or another doubt; inactive means no such curve, though single readings can be large or run the other way;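 further: 0% = full enzyme reaction and -100% = no-enzyme basal signal; the screen sought inhibitors and activators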
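qHTS, 1536-well; enzyme 4 nM final; cpd up to 77 uM; substrate bovine liver glycogen 30 ug; 50 mM citrate/phosphate pH 5.0, 0.01% Tween-20; 37 C, 40 min; Amplex Red detection 45 min RT; Hill fit → AC50.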
The depositor's hits bear a star; ? = inconclusive; [ ] = another dose, or the depositor's remark. Potency means the concentration at half of the fitted maximal effect.

Start of the listing, in advance (3 entries):
GAA glycogen	mol
8%	COc1cc2c(cc1OC)C(C)N(C(=O)CCc1c[nH]c3ccccc13)CC2 (centres undefined)
5%[76.3 µM]	NC(=O)[C@@H]1CCCN1Cc1c(C(=O)N2CCc3ccccc3C2)nc2ccc(Cl)cn12
-3%	Cc1c(C(=O)c2ccc(F)cc2F)c2ccccn2c1CCC#N

All compounds of this part, from the start:
GAA glycogen	mol
8%	COc1cc2c(cc1OC)C(C)N(C(=O)CCc1c[nH]c3ccccc13)CC2 (centres undefined)
5%[76.3 µM]	NC(=O)[C@@H]1CCCN1Cc1c(C(=O)N2CCc3ccccc3C2)nc2ccc(Cl)cn12
-3%	Cc1c(C(=O)c2ccc(F)cc2F)c2ccccn2c1CCC#N
-10%[76.3 µM]	COC(=O)C1C/C(=N\NS(=O)(=O)c2ccc(C)cc2)c2ccccc2C1 (centres undefined)
8%[76.3 µM]	CCOc1ccc(NS(=O)(=O)c2ccc(C(=O)NCC3(N4CCCCC4)CCCCC3)cc2)cc1
5%[76.3 µM]	O=C(NCc1ccco1)/C(=C/c1cccc([N+](=O)[O-])c1)NC(=O)c1ccco1
-4%[76.3 µM]	COc1cc(C(=O)NCCNC(=O)c2ccc(C)nc2)cc(OC)c1OC
-1%[76.3 µM]	Cc1ccc(C(=O)NCCCNC(=O)c2cccnc2)cc1
-8%[76.3 µM]	C=CCn1c(O)c(C2=c3ccccc3=NC2=O)c2ccccc21
4%[76.3 µM]	Fc1ccc(OCc2nn[nH]n2)c(F)c1
16%[76.3 µM]	O=C(Nc1nnc(Cc2ccccc2F)s1)c1ccccc1Cl
1%[76.3 µM]	CCOc1ccc(NC(=O)CCC(=O)c2ccc(Br)cc2)cc1
-6%	CNc1nc(Cl)c(SC)c(NCc2ccc(F)cc2)n1
-8%[76.3 µM]	Cc1cc(NS(=O)(=O)c2ccc(NC(=O)N[C@H](C(=O)O)C(C)C)cc2)no1
3%	COc1cc(OC)c(OC)cc1/C=C1/Cc2ccccc2C1=O
-3%[76.3 µM]	CC(=O)c1cccc(N(CC(=O)Nc2ccccc2C(=O)N2CCCC2)S(C)(=O)=O)c1
-13%[76.3 µM]	C=CCNC(=O)c1cccc(OC2CCN(CC(C)(C)C)CC2)c1
5%[76.3 µM]	COc1ccc2oc(C(=O)OCC(=O)Nc3ccc(C(=O)N(C)C)cc3)c(C)c2c1
-4%[76.3 µM]	COc1ccc(CCNC(=O)c2c(C)nn(-c3ccccc3)c2Cl)cc1
-9%[76.3 µM]	Cc1ccc(Cl)cc1NC(=O)C1CC1c1ccccc1 (centres undefined)

Some values from above.
Value for C=CCn1c(O)c(C2=c3ccccc3=NC2=O)c2ccccc21 in GAA glycogen: -8%[76.3 µM]
Value for COc1ccc2oc(C(=O)OCC(=O)Nc3ccc(C(=O)N(C)C)cc3)c(C)c2c1 in GAA glycogen: 5%[76.3 µM]
Value for CCOc1ccc(NS(=O)(=O)c2ccc(C(=O)NCC3(N4CCCCC4)CCCCC3)cc2)cc1 in GAA glycogen: 8%[76.3 µM]
Value for COC(=O)C1C/C(=N\NS(=O)(=O)c2ccc(C)cc2)c2ccccc2C1 (centres undefined) in GAA glycogen: -10%[76.3 µM]
Value for NC(=O)[C@@H]1CCCN1Cc1c(C(=O)N2CCc3ccccc3C2)nc2ccc(Cl)cn12 in GAA glycogen: 5%[76.3 µM]

Other structures:
GAA glycogen	mol
18%[76.3 µM]	CCOc1ccc(C(=O)N2CCN(Cc3ccccc3)CC2)cc1OCC
4%	COc1ccc(NC(=O)Nc2ccc(F)cc2)cn1
-1%[76.3 µM]	Cc1ccc2c(c1)CCCN2C(=O)c1cc(C)on1
5%	O=C(O)c1c(C(=O)O)c(-c2ccc(F)cc2)n2c1CCC2
9%	COC(=O)c1ccc(NC(=O)CSc2nncn2-c2ccccn2)cc1
-23%	Cc1noc(C(=O)Nc2cc(Cl)ccc2O)c1Cl
-3%[76.3 µM]	Cc1ccc(C(C)C)c(OCCNCCc2ccccc2)c1
-17%	Cc1ccc(NC(=O)CSc2n[nH]c(-c3cccnc3)n2)cc1Cl
-4%[76.3 µM]	CCS(=O)(=O)c1nc(S(=O)(=O)c2ccc(Cl)cc2)c(N2CCC3(CC2)OCCO3)s1
-7%	Cc1ccc(C)c(NC(=O)c2ccc3nccnc3c2)c1
-1%	Cc1cc(O)c(CN(C)C)c2c1C(=O)/C(=C/c1ccco1)O2
1%	CC(C)C[C@H](NC(=O)C1CCN(C(=O)[C@H](Cc2ccccc2)NC(=O)OC(C)(C)C)CC1)C(=O)O
-8%[76.3 µM]	O=C(CCN1C(=O)/C(=C/c2ccc(Cl)cc2)SC1=S)NC1C=CS(=O)(=O)C1 (centres undefined)
-1%[76.3 µM]	CCc1nc(CNC(=O)C2CCC(=O)N(Cc3ccccc3F)C2)no1 (centres undefined)
6%[76.3 µM]	CC(=O)Nc1ccc(C2(c3ccc(NC(C)=O)cc3)NC(=O)c3ccccc32)cc1
6%[76.3 µM]	CCCCCCc1nnc(NC(=O)c2ccco2)s1
0%	CCC(CC)C(=O)Nc1nnc(S(=O)(=O)Nc2ccc(OC)cc2)s1
10%[76.3 µM]	CN1CCN(c2cc(N3CCN(C(=O)c4ccco4)CC3)c3c4c(onc24)-c2ccccc2C3=O)CC1
-1%[76.3 µM]	O=C(NCCC1=CCCCC1)c1ccc(Cl)c(S(=O)(=O)N2CCCCC2)c1
-4%	CNC(=S)N1CCN(S(=O)(=O)c2ccc3ccccc3c2)CC1
0%	COCCn1c(=O)c2c(nc3n2CCCN3CCc2ccccc2)n(C)c1=O
-1%[76.3 µM]	COc1ccc(C(=O)Nc2ccc(N3CCN(C)CC3)cc2)cc1
2%[76.3 µM]	COc1cccc(NC(=O)c2nn(C)c3c2CS(=O)(=O)c2ccccc2-3)c1
-19%[76.3 µM]	CCC1Oc2ccccc2C(=O)N(CC(=O)c2ccc3c(c2)OCCO3)C1=O (centres undefined)
9%[76.3 µM]	CC(Nc1c[nH]c(=O)[nH]c1=O)c1ccccc1 (centres undefined)
-4%[76.3 µM]	Cc1nc(C)c(-c2ccc(SCc3ccc(Cl)cc3)nn2)s1
1%	CCN(CC)CCNC(=O)C1(O)c2cc(Br)ccc2NC(=O)N1c1ccc(Cl)cc1 (centres undefined)
3%[76.3 µM]	Cc1cccc(-c2noc(CCC(=O)NC3CCCCC3)n2)c1
-5%[76.3 µM]	COc1cccc(CNC(=O)CNC(=O)N2CC(=O)Nc3ccccc32)c1
17%[76.3 µM]	CCS(=O)(=O)N1CCC(C(=O)Oc2ccccc2)CC1
12%[76.3 µM]	COC(=O)c1ccc(CNC(=O)Cn2nnnc2CN(C)C(C)C)cc1
-6%[76.3 µM]	CCc1csc(CCNC(=O)C2CCC(=O)N(CCOC)C2)n1 (centres undefined)
0%	CC(=O)NC(Cc1ccccc1)C(=O)NC(Cc1ccccc1)C(=O)O (centres undefined)
-16%[76.3 µM]	O=C(NCCN1CCOCC1)c1ccc2c(c1)N(Cc1ccc(F)cc1)C(=O)c1ccccc1S2(=O)=O
0%[76.3 µM]	O=C(NCC(=O)N1CCN(c2ccccc2)CC1)c1ccco1
7%	COc1cc2cc(C(=O)N3CCN(c4ccccc4OC)CC3)[nH]c2cc1OC
-5%	O=C(Oc1ccccc1C(=S)N1CCOCC1)c1ccc([N+](=O)[O-])cc1[N+](=O)[O-]
-4%[76.3 µM]	CNC(=O)C1CCN(S(=O)(=O)c2c(C)noc2/C=C/c2ccc(OC)cc2)CC1
5%	Cc1ccccc1CNC(=O)CN1C(=O)c2ccccc2S1(=O)=O
-8%[76.3 µM]	O=C(Nc1ncn[nH]1)c1cc([N+](=O)[O-])ccc1Cl
7%	CCOc1ccc(CN(C)C(=O)Cc2c[nH]c3ccccc23)cc1
-1%[76.3 µM]	Cc1cc(S(=O)(=O)Nc2ccc(C(=O)NCC(C)(C)N3CCOCC3)cc2)ccc1F
3%[76.3 µM]	O=C(NC(=S)N1CCCC1)c1ccc(Cl)cc1Cl
4%[76.3 µM]	CC(C)c1ccc(NC(=O)C2CC(=O)N(C3CCCC3)C2)cc1 (centres undefined)
-2%	CCOc1ccc(C(=O)NCCc2cnc[nH]2)cc1
-5%[76.3 µM]	O=C(NNC(=O)C1CC1)c1ccccc1[N+](=O)[O-]
3%	c1ccc(-c2ccc(CNC3CC3)cc2)cc1
?	COc1ccc(NCc2cc(=O)[nH]c3ccccc23)cc1
0%	O=C(O)C1CCCN1S(=O)(=O)c1ccc(F)cc1 (centres undefined)
-2%	O=C(O)CC(CC(=O)Nc1ccc(-c2ccccc2)cc1)c1ccccc1 (centres undefined)
-15%[76.3 µM]	Cc1ccc(-c2cc(-c3ccccc3)nc(N(C)N)n2)cc1
0%[76.3 µM]	CCOC(=O)C1CCN(C(=O)CCCn2nc(CC)n3c(cc4occc43)c2=O)CC1
-2%[76.3 µM]	COc1ccccc1CN1CCNC(=O)C1CC(=O)N(C)Cc1nc(C)cs1 (centres undefined)
0%[76.3 µM]	NC(=O)c1cc(S(=O)(=O)NCCCc2ccco2)cs1
4%[76.3 µM]	Cc1cc(C)cc(NC(=O)c2sc3nc(C)cc(C)c3c2N)c1
-3%[76.3 µM]	O=C(NCc1ccc2c(c1)OCO2)C(=O)NCC1OCCCN1S(=O)(=O)c1cc(F)ccc1F (centres undefined)
-18%[76.3 µM]	Cc1nc2scc(C)n2c(=O)c1S(=O)(=O)NCc1ccccc1
1%	c1ccc(C(c2ccccc2)c2ccn[nH]2)cc1
0%[76.3 µM]	Cc1ccc(C(=O)N2CCN(CCNC(=O)C(=O)Nc3ccc(Cl)cc3)CC2)cc1
-2%[76.3 µM]	CC(=O)c1ccc(N2CCN(C(=O)C3CCCN3S(=O)(=O)c3cccc4nsnc34)CC2)cc1 (centres undefined)

Next part
GAA glycogen	mol
0%	COc1cccc(OCC(O)CN2CCN(C)CC2)c1 (centres undefined)
4%[76.3 µM]	O=C(O)c1cc(S(=O)(=O)N2CCCCC2)ccc1Cl
2%	COc1ccc(-c2nnc3cccc(Cl)n23)c(OC)c1
5%	COc1ccc(Cl)cc1C(=O)NNC(=S)NC(=O)c1ccc(F)c(F)c1
-8%	c1cc(-c2nnn(CCOCCn3nnc(-c4ccncc4)n3)n2)ccn1
3%	CCN(CC)c1ccc(Nc2cc3n(c(=O)n2)CCc2cc(OC)c(OC)cc2-3)cc1
22%[76.3 µM]	CCOC(=O)[C@@H]1[C@H]2COc3ccccc3[C@@H]2N2C(=O)N(c3ccccc3)C(=O)[C@@]12C
-7%[76.3 µM]	O=C(c1ccco1)N1CCN(S(=O)(=O)c2c(Cl)cccc2Cl)CC1
-1%[76.3 µM]	CC(C)(C)c1cc(C(=O)N/N=C/c2ccncc2)n[nH]1
-6%[76.3 µM]	O=C(Nc1ccccc1)Nc1ccc2c(c1)CCC2
-4%[76.3 µM]	CCOc1ccc(S(=O)(=O)N2CCOCC2)cc1NC(=O)C1CCC1
-16%[76.3 µM]	CCOc1nc2cnccc2n(CC(=O)Nc2c(F)c(F)cc(F)c2F)c1=O
-4%[76.3 µM]	Cc1ccccc1C(=O)N1CCC(C(=O)NC(C)c2ccc(-n3ccnc3)cc2)CC1 (centres undefined)
4%[76.3 µM]	O=C(Nc1ccc(S(=O)(=O)N2CCOCC2)cc1)c1ccccc1F
-5%[76.3 µM]	CCc1ccc(OCC(=O)N2CCN(c3ccccn3)CC2)c(Br)c1
6%	O=C(O)c1cc(S(=O)(=O)O)cc(Nc2c3ccccc3nc3ccccc23)c1O
-7%	CCCCCCCCCCC[N+](C)(C)CC/C=C1/c2ccccc2Sc2ccc(Cl)cc21
?	O=C(CN1CCN(S(=O)(=O)N2CCCCCC2)CC1)Nc1ccc(F)cc1
-9%[76.3 µM]	O=S(=O)(N/N=C\c1ccccc1O)c1ccc(Cl)cc1
3%	COc1cc(/C=C/c2cccc[n+]2C)ccc1OCC(=O)Nc1ccccc1
-12%[76.3 µM]	CC(C)N(C)Cc1nnnn1CC(=O)NCCc1cccc(C(F)(F)F)c1
7%[76.3 µM]	CC1Sc2ccc(S(=O)(=O)N3CCC(C(=O)NCc4ccco4)CC3)cc2NC1=O (centres undefined)
-21%[76.3 µM]	COc1cc(NC(=S)N2c3ccccc3CC2C)cc(OC)c1 (centres undefined)
19%[76.3 µM]	NC(=O)CC(NC(=O)c1ccccc1)c1ccc(NCc2ccccn2)c([N+](=O)[O-])c1 (centres undefined)
1%	Cc1ccccc1C(=O)N1CC(=O)Nc2ccc(F)cc2C1c1ccccc1 (centres undefined)
3%[76.3 µM]	Cc1[nH]c(C)c(S(=O)(=O)Nc2ccccc2Cl)c1C(=O)N1CCCC1
1%[76.3 µM]	Cc1ccc(S(=O)(=O)Oc2ccc(/C=N/NC(=O)c3ccncc3)cc2)cc1
6%[76.3 µM]	Cc1c(C)c2ccc(OCC(=O)NCc3ccccn3)cc2oc1=O
-6%	COc1ccc(C(=O)NC2CCN(CC(=O)N3CCCCC3)CC2)cc1
-5%	COc1cccc2cc(C(=O)NCCN3CCOCC3)c(=O)oc12
-1%[76.3 µM]	Cc1ccc(NC(=O)NCc2cccnc2)cc1Cl
9%[76.3 µM]	CCc1cc(=O)oc2cc(C)cc(OC(C)C(=O)NCCCn3ccnc3)c12 (centres undefined)
4%[76.3 µM]	Cc1cc(CN(C)C(=O)c2cc(COc3ccc(C)c(C)c3)on2)on1
-19%[76.3 µM]	COc1cc(OC)cc(C(=O)NC(=S)Nc2ccc3[nH]c(=O)[nH]c3c2)c1
-3%	O=C(CN(Cc1ccccc1)C(=O)CCC(=O)Nc1ccccn1)NCCc1ccccc1
-4%	CN(CCC(=O)c1ccccc1)CCC(=O)c1ccccc1
-3%[76.3 µM]	Cc1cc(CN(C)C(=O)CC2C(=O)NCCN2Cc2ccc(-c3ccccc3)cc2)on1 (centres undefined)
0%	CC(C)CC(NC(=O)CCC(=O)OCC(=O)[C@@]1(O)CCC2[C@@H]3CCC4=CC(=O)C=C[C@]4(C)C3[C@@H](O)C[C@@]21C)C(=O)O (some centres undefined)

The list is partial, so the mix of outcomes need not match the whole.
